b-catenin transl: modulators of beta-catenin nuclear translocation | HeLa beta-catenin nuclear translocation, immunofluorescence imaging | nuclear translocation activity, % at 5 µM | hit rate 0.3% among 190,000;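 active = nuclear translocation activity above 50% at 5 µM, with a well cell count of 50 or more; inconclusive = wells under 50 cells across six images, flagged as toxic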;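 also: per-cell ratio of nuclear to cytoplasmic median beta-catenin stain intensity; plate controls were DMSO negative control for no effect and GSK-3 inhibitor IX positive control for full effect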
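Signal – beta-catenin immunofluorescence imaging with DAPI · Test system – human HeLa cell line · Dosing – 5 µM primary single dose, 0.1% DMSO, 0.02–20 µM confirmation series · Measure – % activation, nuclear-to-cytoplasmic median beta-catenin signal ratio per cell · Incubation – 24 h compound exposure at 37°C, 5% CO2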
Dynein transport: dynein cargo transport inhibition. 3617.4 mouse cells, GR-EGFP nuclear translocation imaging; test concentration mostly 20 µM; stimulated with dexamethasone, 1 µM; stronger effect = lower value. z-score, hits read low. hit rate 0.47% among 220,000. AID 1381;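 active = plate z-score of nuclear minus cytoplasmic receptor signal below a set negative limit, without overly bright fluorescence or cell loss, cut at about -3.5 in these data, passing the limit was not always enough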;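 also: z-score of nuclear minus cytoplasmic ring GR-EGFP intensity difference per well; some compounds called inactive have numbers as strong as hits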
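Buffer or medium: tet-free, stripped-serum medium; Also added: dexamethasone, 1.0 µM final; Technique: high-content fluorescence imaging after fixation; Times: 48 h induction, 1 h compound, 30 min dex at 37 °C; Read-out: per-cell GR-EGFP intensity, nucleus versus surrounding cytoplasmic ring, well-averaged.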
MT stabilizer: microtubule stabilizers in HeLa cells | AID 2205 | hit rate 0.83% among 200,000 | HeLa tubulin immunostaining HCS, 24 h; share of cells brighter than vehicle mean+2SD | % tubulin-high responders, % at 10 µM;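 active = plate Z-score above 3 for both tubulin-high and condensed-nucleus cell shares, with cell loss under 80%, at 10 µM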;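 also: anti alpha tubulin signal scored within the nucleus-defined area of each cell; some results filed as inactive read as strong as hits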
Ins promoter up: MIN6 insulin promoter up-regulation; MIN6 insulin promoter-GFP reporter, high-content imaging; stronger effect = higher value; z-score at 5 µM; hit rate 0.3% among 190,000;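 active = z-score above 3 at 5 µM with at least 500 cells counted in the well; inconclusive = wells under 500 cells, flagged as cytotoxic or low count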
PhoP inhibition: PhoP-dependent GFP reporter repression – Salmonella Typhimurium, primary screen (AID 1863) | S. Typhimurium PhoP-regulated promoter GFP reporter, 4 h; higher % means a stronger effect | inhibition, % at 50 µM; hits with a dose series show IC50 in µM | hit rate 0.16% among 300,000;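 active = inhibition over 29.93%, a cutoff 3 SD above the screen mean, later confirmed by dose response; inconclusive = inhibition over 29.93% but no dose response follow-up; inactive = inhibition at most 29.93% or unconfirmed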;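 also: 0% = low Mg2+ inducing control and 100% = high Mg2+ repressing control; strong numbers were not always called active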
Hep lipid drop: hepatic lipid droplet formation modulation. hit rate 0.4% among 240,000. inhibition, % at 6.5 µM. AML12 mouse hepatocytes, oleate lipid droplets, BODIPY imaging;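 active = lipid droplet intensity inhibited by at least 50%, with more than 500 cells counted; inconclusive = wells with under 300 cells, treated as cytotoxic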
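Material – mouse AML12 hepatocyte cell line, fixed after treatment · Compound dosing – one dose, 6.5 µM compound · Times – compound with oleate, overnight · Measured by – Image-based BODIPY and DAPI two-channel analysis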
T cell HTS: T cell immune modulators affecting CD8 T cell-vesicle binding; hit rate 0.068% among 330,000; calls only at 7 µM; 2C CD8+ T cell-vesicle binding, flow cytometry; stronger effect = lower value;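 active = response, share of CD8 T cells binding vesicles, and their 90th percentile fluorescence all below set limits, cut at about 80% in these data, passing the limit was not always enough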
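Read-out – percent CD8+ FL2 mean versus row control · System – murine 2C transgenic CD8+ T lymphocytes · Times – 1.5 h cell–vesicle binding at 37 °C, then 20 min icy labelling · Control set – naked vesicles low, QL9 vesicles with vehicle high · Detection – cytometric PE anti-B7-1 and Alexa647 anti-CD8 signals after 1% paraformaldehyde fixation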
CSM14.1 death rescue: rescue of cells from ER stress-induced death, primary screen, 384-well, CSM14.1, thapsigargin, ATP luminescence (AID 1222) | cellular ATP content (survival), % at 20 µM; hits with a dose series show EC50 in µM | 190,000 tested, under 10 active | CSM14.1 thapsigargin-induced death rescue, ATP luminescence; higher % means a stronger effect;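 active = EC50 below 50 µM in the dose-response confirmation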;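 also: death triggered by thapsigargin at about 15 µM added after 2 h compound pretreatment; cell ATP read after overnight thapsigargin exposure of roughly 18 to 22 hours; normalized against plate controls of thapsigargin alone and 5% DMSO vehicle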
Autophagy HCS: modulators of autophagy | hit rate 0.98% among 190,000 | calls only at 10 µM (by protocol) | MEF GFP-LC3 puncta imaging; test concentration mostly 10 µM;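 active = percentage of spot-positive cells more than 3 SD above its plate mean, without a fluorescence outlier flag or 80% toxicity; inconclusive = no clear call, values can overlap the other calls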;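 also: spot-positive cell cutoff set from DMSO-treated cells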
Dynein transport cytoplasmic EGFP: further read-out of Dynein transport, marked with its call; z-score; measured here: cytoplasmic GR-EGFP intensity; stronger effect = higher value
Dynein transport nuclear GR-EGFP: further read-out of Dynein transport, marked with its call; z-score; measured here: nuclear GR-EGFP intensity;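 lower value marks the stronger effect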
Dynein transport cell count: further read-out of Dynein transport, marked with its call; z-score; measured here: cell count per field
Ins promoter up cell count: further read-out of Ins promoter up, marked with its call; cell count; measured here: cytotoxicity, nuclei count;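 total cells summed across four imaged fields per well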
Hep lipid drop cells 6.5 µM: further read-out of Hep lipid drop, marked with its call; cell count; measured here: cell count, cytotoxicity flag;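 cells counted across two imaged fields per well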
b-catenin transl cell count 5 µM: recorded beside b-catenin transl, whose call it bears; cell count; measured here: cell count, cytotoxicity flag
T cell HTS vesicle-bound %: recorded beside T cell HTS, whose call it bears; double positive events, %; measured here: CD8+ vesicle-bound cell fraction;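 binding gate set so that unloaded-vesicle control wells show 10% double positive cells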
MT stabilizer Hoechst-high %: also measured in MT stabilizer; calls as there; % Hoechst-high responders; measured here: nuclear condensation Hoechst responders;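 share of cells brighter than vehicle mean plus two SD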
MT stabilizer cytotoxicity %: also measured in MT stabilizer; calls as there; toxicity, %; measured here: cytotoxicity by cell density;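 0% = mean cell density of plate MIN control wells and 100% = no cells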
Autophagy HCS cell loss 18 h: recorded beside Autophagy HCS, whose call it bears; toxicity, %; measured here: cell loss, nuclei count;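 cell loss after 18 h compound exposure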
* hit, by the source's call; i = inactive; u = inconclusive; x = no result given.

SMILES	b-catenin transl	b-catenin transl cell count 5 µM	Dynein transport	Dynein transport cytoplasmic EGFP	Dynein transport nuclear GR-EGFP	Dynein transport cell count	MT stabilizer	MT stabilizer Hoechst-high %	MT stabilizer cytotoxicity %	Ins promoter up	Ins promoter up cell count	PhoP inhibition	Hep lipid drop	Hep lipid drop cells 6.5 µM	T cell HTS	T cell HTS vesicle-bound %	CSM14.1 death rescue	Autophagy HCS	Autophagy HCS cell loss 18 h
CCOc1ccc(CCNC(=O)c2cc3sccc3n2C)cc1OCC	x	x	-1.3	-0.22	-0.27	0.79	2.4	1.7	0.4	x	x	0%	101*	717*	i	2	x	i	14
COc1ccc(/C=N/NC(=O)c2nc(Cl)c(Cl)c(N)c2Cl)cc1COc1ccc(F)cc1F	5.0	898	-0.59	-0.059	0.17	1.6	15	13	27	-0.09	1235	-4%	x	x	i	38	1.3%	i	6
Cc1cc(C)c(N(C(=O)CN2C(=O)c3ccccc3S2(=O)=O)C(C(=O)NCC2CCCO2)c2ccc(F)cc2)c(C)c1 (stereo unspecified)	-1.4	1124	0.073	-0.26	0.13	0.52	1.7	2.6	10	0.38	1206	-2%	-15	532	i	44	1.7%	i	3
Cc1cc(NS(=O)(=O)c2ccc(NC(=O)Cc3cccs3)cc2)no1	0.7	1091	-0.53	-0.28	-0.41	0.51	2.4	2.1	3.4	-0.23	1283	-1%	-3	724	x	x	2.1%	i	1
Cc1nn(C)cc1NC(=O)CCSc1nc(-c2ccco2)cc(C(F)(F)F)n1	x	x	-0.7	-0.22	0.28	0.28	1.7	2.9	12	-0.36	1290	-5%	-2	682	i	12	x	i	2
c1ccc(Oc2nc(NCc3ccco3)nc(NCc3ccco3)n2)cc1	-4.5	1057	1.4	0.12	0.85	-1.2	5.2	4.5	5.7	x	x	-3%	x	x	i	26	-2.6%	i	-7
COc1ccc([N+](=O)[O-])cc1N(CC(O)CN1CCCCC1)S(=O)(=O)c1ccc(C)cc1 (stereo unspecified)	0.5	1504	-1	-0.21	-0.81	0.8	2.8	2.0	7.5	0.01	1607	2%	-10	621	i	19	-2.8%	i	5
Cc1nn(CC(=O)N/N=C/c2cccs2)c(C)c1[N+](=O)[O-]	-1.3	1344	-0.85	-0.24	-0.38	0.87	x	x	x	0.57	1113	-7%	-11	674	i	24	x	x	x
O=[N+]([O-])c1cc(-c2nnc(Nc3ccc(O)cc3)c3ccccc23)ccc1N1CCOCC1	-1.6	1067	0.8	-0.16	0.48	-0.36	3.6	1.9	5.8	-0.24	1215	-2%	-32	515	i	60	0.4%	i	0
Cc1ccc(-c2c[n+](CC(=O)c3ccc(Br)cc3)c3n2CCCCC3)cc1	-2.5	1108	0.4	-0.18	0.058	-0.34	4.8	1.8	13	u	x	-4%	-24	709	i	54	-0.6%	i	13
Cc1cc(NC(=O)CCC(=O)N(c2ccccc2)C(C(=O)NC2CCCC2)c2ccncc2)no1 (stereo unspecified)	-1.2	1098	-0.34	-0.074	0.083	0.62	2.9	4.0	5.6	-0.45	1308	-7%	x	x	i	27	3.3%	i	3
Cc1cccc(N(C(=O)c2csnn2)C(C(=O)NC(C)(C)C)c2cccnc2)c1 (stereo unspecified)	0.4	1536	-0.59	-0.16	-0.37	-0.39	0.8	1.5	5.3	x	x	8%	-3	725	i	14	-0.3%	i	-7
Cc1ccc(NC2=C(Cl)C(=O)N(C3CCCCC3)C2=O)cc1	-1.3	567	0.058	-0.0012	0.13	0.089	3.6	1.6	3.5	-0.07	1324	-6%	-1	676	i	36	-1.1%	i	10
Cc1ccc(/C=N/N=C/c2ccc(C)s2)s1	-1.7	547	-0.96	-0.27	-0.75	1	1.8	2.8	7.0	-0.04	1273	5%	12	675	i	49	-3.3%	i	-15
Cc1ccc([N+](=O)[O-])cc1S(=O)(=O)NCCc1c(C)[nH]c2c(C)cccc12	1.4	539	-0.46	-0.29	-0.47	0.48	1.9	3.0	4.0	-0.04	1296	-7%	5	617	i	43	-0.1%	i	11
Nc1c(C(=O)NCCN2CCOCC2)c2nc3ccccc3nc2n1-c1ccccc1	-1.0	798	1.2	-0.094	0.82	-1.7	1.9	1.6	6.1	x	x	-8%	x	x	i	22	-2.1%	i	6
CN(c1ccccc1)S(=O)(=O)c1cccc(C(=O)N2CCN(c3ccccn3)CC2)c1	-6.4	1027	0.72	0.32	0.37	-0.36	6.3	2.5	11	-0.72	1164	-6%	x	x	i	26	12%	i	-19
O=C(Nc1ccc2c(c1)OCO2)c1c(F)c(F)c(F)c(F)c1F	2.5	1050	0.47	-0.08	-0.35	-0.12	2.2	1.6	3.9	0.8	1243	5%	0	779	i	31	1.4%	i	-6
O=C(NC1CCCCCC1)C(=S)N1CCCC1	0.1	974	-0.28	-0.33	-0.33	1	2.4	1.4	0.1	-0.17	1484	-1%	-5	699	i	37	-0.4%	i	20
Cc1nn(Cc2ccc(Cl)cc2)c(Cl)c1/C=N/NC(=O)CNc1ccccc1F	1.5	1159	-0.13	-0.28	-0.23	0.78	3.1	1.9	4.7	-0.79	1376	11%	4	658	i	50	1.8%	i	4
Cc1ccc2c(c1)C(=O)CCCCC(=O)N2	0.1	1356	-0.72	-0.8	-0.6	0.47	x	x	x	-0.04	1025	-1%	-1	717	i	62	x	x	x
O=C(CSc1nnc2c(n1)[nH]c1ccc(S(=O)(=O)N3CCOCC3)cc12)Nc1ccc(F)c(F)c1	0.3	1072	-0.29	-0.36	-0.6	-0.37	2.7	2.2	7.5	0.48	1148	-5%	21	724	i	41	1.2%	i	-7
CCOC(=O)N1CCC(Nc2c(NCCCN(C)Cc3ccccc3)c(=O)c2=O)CC1	x	x	-0.018	-0.24	0.2	0.52	3.9	3.5	6.4	0.3	914	2%	x	x	i	46	1.8%	i	-4
Cc1ccc(-n2c(C)nn(CC#N)c2=O)cc1	-0.1	1062	-0.64	-0.33	-0.34	-0.088	3.6	1.5	8.4	0.31	1346	1%	-3	695	i	44	x	i	7
Cc1ccc(SCC(=O)NCCCN2CCOCC2)cc1	x	x	-0.57	-0.24	-0.54	0.98	3.5	1.6	0.2	-0.1	1190	1%	-4	678	i	32	x	i	-5
Cn1nnnc1SCC(=O)Nc1ccc(Oc2ccccc2)cc1	x	x	-0.98	-0.27	-0.62	2.2	3.2	2.6	7.0	x	x	-3%	15	729	i	7	-2.3%	i	21
CC(=O)NCC(=O)N(c1c(C)n(C)n(-c2ccccc2)c1=O)C1(C(=O)NC2CCCC2)CCCCC1	x	x	-0.8	-0.21	-0.016	0.24	5.5	2.0	3.9	0.15	1202	-10%	-17	662	i	53	x	i	-57
ClCC1=Nc2cccc3cccc(c23)N1	0.0	1221	0.45	0.12	0.74	-2.3	x	x	x	-0.36	693	16%	5	567	i	30	x	x	x
CCc1nnc(NC(=O)c2cccnc2SC)s1	0.0	1053	0.26	-0.2	0.51	-0.75	2.6	2.9	8.9	0.52	1187	-10%	0	715	i	23	1.4%	i	-4
Cn1nccc1C(=O)c1ccc(Cl)cc1	-0.5	1195	-0.28	-0.27	0.2	0.66	6.6	2.1	8.3	0.15	821	7%	x	x	i	53	-0.3%	i	16
COc1ccc(CNC(=O)COC(=O)Cc2ccsc2)cc1	-1.4	1099	-0.33	-0.39	-0.26	1.4	3.5	2.5	5.9	-0.08	1636	-4%	7	677	i	47	-0.8%	i	-6
CCCOC(=O)/C(=C\C=C\c1ccccc1)NC(=O)c1ccccc1	-0.6	986	-0.73	-0.25	-0.15	0.13	2.3	0.8	2.6	-0.27	1417	-5%	-13	735	i	30	4.2%	i	7
CCOC(=O)CSc1nc(C2CC2)cc(-c2ccc(F)cc2)c1C#N	7.6	1404	-0.95	-0.11	0.21	0.16	2.0	1.6	6.1	-0.31	1311	2%	x	x	i	14	-0.9%	i	-13
O=C(NCC(=O)N1CC(O)CC1C(=O)N1CCCC1C(=O)OCc1ccccc1)OCc1ccccc1 (stereo unspecified)	-1.1	1059	1.4	-0.15	0.42	-0.8	3.5	3.0	6.2	-0.11	1242	2%	5	648	i	16	-0.8%	i	8
Cc1oc(-c2cccc(Cl)c2)nc1CN1CCCC(C(=O)NC(C)c2ccc3c(c2)OCCO3)C1 (stereo unspecified)	x	x	-0.93	0.31	-0.3	0.29	4.4	1.5	0.6	-0.21	747	21%	x	x	i	45	4.4%	i	8
